hcGAS lum – blocks human cGAS activity; Q8N884; recombinant h-cGAS, ATP depletion, Kinase-Glo luminescence; inhibition, % at 12.5 µM; 290,000 compounds, 0.081% hits; AID 1259398;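 further: 0% = vehicle reaction and 100% = reaction without DNA for no activity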
Target sequence (Q8N884 whole entry, looked up): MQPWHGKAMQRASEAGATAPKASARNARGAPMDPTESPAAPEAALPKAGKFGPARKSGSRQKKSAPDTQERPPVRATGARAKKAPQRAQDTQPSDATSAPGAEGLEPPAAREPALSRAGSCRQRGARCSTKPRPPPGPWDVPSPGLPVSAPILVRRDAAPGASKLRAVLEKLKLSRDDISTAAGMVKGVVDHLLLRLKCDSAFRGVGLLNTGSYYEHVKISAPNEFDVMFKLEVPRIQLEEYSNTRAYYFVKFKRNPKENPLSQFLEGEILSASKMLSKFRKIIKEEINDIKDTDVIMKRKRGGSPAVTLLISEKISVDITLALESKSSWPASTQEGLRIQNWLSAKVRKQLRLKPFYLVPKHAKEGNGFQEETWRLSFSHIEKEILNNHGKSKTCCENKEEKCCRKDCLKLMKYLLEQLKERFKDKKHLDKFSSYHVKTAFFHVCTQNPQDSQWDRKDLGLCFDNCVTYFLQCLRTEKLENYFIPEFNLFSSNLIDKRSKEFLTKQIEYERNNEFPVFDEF
mcGAS inh – mouse cGAS inhibition by luminescence; Q8C6L5; recombinant cGAS, Kinase-Glo ATP depletion luminescence; inhibition, % at 12.5 µM; 160,000 compounds, 0.15% hits; AID 1259399;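 further: 0% = negative control wells and 100% = reference inhibitor with no enzyme activity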
NPYLR7 ag – mosquito NPYLR7 agonism; AID 1259423; 270,000 compounds, 0.15% hits; activation, % at 10 µM; HEK293T NPYLR7/Galpha15, GCaMP6s calcium fluorescence; in the data active means activation above about 40%;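 further: 0% = vehicle and 100% = reference agonist at the receptor; some compounds past the cut are filed as inactive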
Numbers without * were called inactive; . = no result given; & = joins results of further samples. Unless noted, no stated cut-off is given here; in the data, active means inhibition above about 40%; inactive means the rest. Compounds were not picked by outcome; about 0.29% have a hit in one of these screens.

cpd	SMILES	NPYLR7 ag	hcGAS lum	mcGAS inh
1	CO[C@@H]1C[C@@H]2CC(C)(C)OC[C@@]2(O)[C@H]1N(C)Cc1ccccc1	1	0	-7
2	CN(C)S(=O)(=O)c1ccc2c(c1)nc(CCC(=O)N1CCc3ccccc31)n2C	2	-6	.
3	COCC(=O)N1CCCC(C(=O)NCc2cc(C)ccc2C)C1 (stereo not given)	0	3	-2
4	CC(Sc1nc2ccccc2[nH]1)C(=O)NNC(=O)c1ccncc1 (stereo not given)	0	-3	-4
5	CN(C)CCN(C(=O)c1ccc(Br)s1)c1nc2c(F)cc(F)cc2s1	-3	-8	-7
6	O=[N+]([O-])c1cc2c(c(CSc3nnc(-c4ccc(F)cc4)c4ccccc34)c1)OCOC2	3	-1	.
7	Clc1ccc(Cl)c(SCCSc2nnc(-c3ccc4c(c3)OCO4)o2)c1	1	-3	.
8	O=C(O)c1cc2n(n1)CCCN(C(=O)CCc1ccc3c(c1)OCO3)C2	-6	-4	-12
9	O=C(NCc1cccc(F)c1)N1CCCCC1CN1CCOCC1 (stereo not given)	17	0	.
10	CCOC(=O)c1sc(NC(=O)C(C)Oc2ccc(OC)cc2)nc1C (stereo not given)	2	-8	.
11	O=C(NC(Cc1ccccc1)c1nnc(SCc2ccc(F)cc2)n1-c1ccc(Cl)cc1Cl)c1ccc(Cl)cc1Cl (stereo not given)	1	-8	-5
12	O=c1oc2ccc(Br)cc2cc1-c1ccc2c(c1)OCO2	4	0	-5

Next part; it opens with the 3 that closed the last part.
cpd	SMILES	NPYLR7 ag	hcGAS lum	mcGAS inh
10	CCOC(=O)c1sc(NC(=O)C(C)Oc2ccc(OC)cc2)nc1C (stereo not given)	2	-8	.
11	O=C(NC(Cc1ccccc1)c1nnc(SCc2ccc(F)cc2)n1-c1ccc(Cl)cc1Cl)c1ccc(Cl)cc1Cl (stereo not given)	1	-8	-5
12	O=c1oc2ccc(Br)cc2cc1-c1ccc2c(c1)OCO2	4	0	-5
13	O=C(c1ccc(CO)o1)N1CCN(C2Cc3ccccc3C2)CC1	0	-8	-12
14	COc1ccc(S(=O)(=O)N2CCCC3(CCNCC3)CC2)cc1OC	-20	0	.
15	CNC(=O)C(C)SCc1csc(-c2cccs2)n1 (stereo not given)	17	-7	.
16	COC(=O)Nc1cc(NC(=O)CCOc2ccccc2)ccc1F	9	-5	.
17	O=C(COC(=O)CN1CCCCCC1=O)Nc1c(Cl)cc(Cl)cc1Cl	11	-11	.
18	Nc1nc(Cl)cc(=O)n1Cc1ccc(Cl)cc1	1	3	.
19	CC(C)(Cc1c[nH]c2ccccc12)NC(=O)c1ccc(SC(F)(F)F)cc1	-8	-5	.
20	CC1(C(=O)Nc2ccncc2)CCN1Cc1cccc2c1OCO2 (stereo not given)	-6	0	.
21	CCC(C)(C)NC(=O)c1cn(-c2cccc(Br)c2)nn1	-3	-3	.
22	Cc1cc(C)cc(C(=O)NCC(=O)OC(C)C#N)c1 (stereo not given)	0	-6	-7
23	CCc1cc(-c2n[nH]c(C)c2-c2ccc3c(c2)OCCO3)c(O)cc1OC	1	-3	-9
24	CSC1CCCC1N(C)C(=O)c1ccc(-c2n[nH]c(C)n2)cc1 (stereo not given)	-22	-6	.

Other compounds.
cpd	SMILES	NPYLR7 ag	hcGAS lum	mcGAS inh
25	COc1ccc(OCC(=O)Nc2ccccc2C(=O)n2cnc3ccccc32)cc1	2	-5	.
26	O=C(NCC1CCCN(C(=O)C2=CCCC2)C1)c1ccc(-c2ccccc2)cc1 (stereo not given)	1&8	-6&-2	-3
27	Cc1nn(C2CCS(=O)(=O)C2)c2nc(-c3cccs3)cc(C(=O)NC3CCCCCC3)c12 (stereo not given)	2	-5	-9
28	Cc1cc(C(=O)N2CCCC(N(C)C)CC2)sc1C (stereo not given)	7	-4	-13
29	C=CCn1c(=S)[nH]c2sccc2c1=O	-4	-3	-2
30	CC(C)Cc1nnc2n1CCN(C(=O)c1ccccc1-c1ccccc1)C2	-4	-3	-9
31	Cc1ccc(N2CCC(Nc3cncc(Cl)n3)CC2)nc1	-9	-8	.
32	COc1ccnc(N2CCC(CO)(Cc3cccc(F)c3)CC2)n1	-4	-4	-16
33	CN1CCOC(CCNC(=O)c2ccc3c(c2)N(C)C(=O)CO3)C1 (stereo not given)	1	-3	.
34	O=C(Nc1ccccc1)c1cc(C2CCCCN2C(=O)CCCc2ccccc2)on1 (stereo not given)	0	-5	-7
35	CC(NC(=S)NC(=O)c1ccccc1I)c1ccccc1 (stereo not given)	5	-9	.
36	Cn1c(C2C(=N)N3CSCC3C2=O)[n+](C)c2ccccc21 (stereo not given)	1	-13	-20

Other records follow.
cpd	SMILES	NPYLR7 ag	hcGAS lum	mcGAS inh
37	CC(C)(COC(=O)c1cccs1)NC(=O)C12CC3CC(CC(C3)C1)C2	.	-9	-6
38	Nc1c(Br)cc(F)cc1Br	4&-1	3&1	.
39	COc1ccc(C(=O)N2CCN(c3cc(OC)ccc3OC)C(=O)C2C)cc1 (stereo not given)	8	-1	.
40	c1nc(Sc2nnnn2C2CCCC2)c2ccsc2n1	9	-4	.
41	COc1cc(C2N(C)c3ccccc3N2C)cc(OC)c1OC	20	-4	-3
42	O=C1NC(=S)N/C1=C\c1ccc([N+](=O)[O-])cc1	1	-4	14
43	Cc1ccc(NC(=O)CC(NCCCOC(C)C)C(=O)O)cc1 (stereo not given)	-7	1	-5
44	O=C(NC1CC(=O)N(Cc2cccc(F)c2)C1)c1n[nH]c2c1CCCC2 (stereo not given)	9	-4	.
45	O=C(O)C1CCCN(c2ncnc3c2CN(Cc2ccccc2)CC3)C1 (stereo not given)	11	-9	.
46	Cc1oc(-c2ccccc2)nc1C(=O)OCC(=O)NC(=O)NC1CCCCC1C (stereo not given)	9	0	-4
47	CCOC(=O)CCc1c(C)nc2ncnn2c1N1CCN(C(=O)c2ccc3c(c2)OCO3)CC1	-8	3	1
48	Cc1c(CN2CCCC(c3ccn[nH]3)C2)[nH]c2ccc(F)cc12 (stereo not given)	-3	-3	.

Other compounds follow:
cpd	SMILES	NPYLR7 ag	hcGAS lum	mcGAS inh
49	Cc1ccc(-n2c(SCc3ccc(F)cc3)nnc2C(Cc2ccccc2)NC(=O)COCc2ccccc2)cc1 (stereo not given)	18	-12	-5
50	Cc1ccccc1N1C(=O)/C(=C/c2ccc(-c3ccc(Cl)c(Cl)c3)o2)C=C1c1ccccc1	-1	-5	-3
51	CCC(C)N(Cc1ccc(OS(=O)(=O)CC)cc1)C(=O)Nc1cccc(Br)c1 (stereo not given)	-1	-4	-4
52	Cc1cc(C)c(C(=O)N(CC2CCCO2)C2CCSC2)[nH]1 (stereo not given)	0	-6	.
53	COc1ccc(-c2nn(CN(C)Cc3nc4ccccc4s3)c(=S)n2C(C)C)cc1	-5	-6	-8
54	O=C(CN1CCSC1=O)Nc1ccc(Cl)cc1Cl	9	-2	.
55	CCCn1nccc1C(=O)N1CCN2CCN(C)CC2C1 (stereo not given)	-3	-7	.
56	COC(=O)c1c(NC(=O)CCl)sc2c1CCC(C)C2 (stereo not given)	-5	-3	-1
57	FC(F)(F)c1cccc(CC2CN(CC3CCNCC3)CCO2)c1 (stereo not given)	.	-9	-13
58	CCOC(=O)N1CCN(C(=S)NC2CC3CCC2C3)CC1 (stereo not given)	-1	-4	.
59	CCOc1ccc(-n2cc(-c3ccccc3)c3c(=O)[nH]cnc32)cc1	-8	-5	-9
60	Cc1nccc(CNC(=O)N2CCN(Cc3ccccc3)C[C@H]2C)n1	4	-7	-15

Later entries:
cpd	SMILES	NPYLR7 ag	hcGAS lum	mcGAS inh
61	O=C1NC(=Nc2ccccc2Cl)S/C1=C/c1cccc(Cl)c1	-3	6	-3
62	Cc1ccc(-c2[nH]ncc2CNC(C)c2ccc3c(c2)OCCO3)cc1 (stereo not given)	-2	-4	-8
63	CC(C)NC(=O)NCCc1ccc(NC(=O)C(C)Oc2ccccc2)cc1 (stereo not given)	-5	-4	-5
64	O=C(NC1CCCCCC1)c1cnc2sccn2c1=O	-3	-2	-5
65	Cn1ccc(NC(C(=O)Nc2ccc(F)cc2)c2ccccc2)n1 (stereo not given)	8	-11	.
66	O=C(NCc1ccc2c(c1)OCO2)c1csc(CSc2nnc(-c3ccccc3Cl)n2-c2ccccc2F)n1	-2	-9	-5
67	CN(Cc1cn[nH]c1C(=O)O)C1Cc2ccccc2C1	26	-7	.
68	CC(C)c1ccc(N2CCN(CC(=O)NCCOc3ccc(F)cc3)C2=O)cc1	11	2	.
69	CNC(=O)c1ccc(NCC(=O)NCc2cccc(C)c2)c(C)c1	9	-10	.
70	CCOCC(=O)NCc1ccc(C(=O)O)cc1	12	-9	.
71	Cc1cc(NC(=O)c2cc(C)on2)n(-c2nc3ccccc3s2)n1	-8	-5	-11
72	O=C(C1Cc2cc(Cl)ccc2O1)N1CCN(c2cnccn2)CC1 (stereo not given)	-6	-4	.

(next part)
cpd	SMILES	NPYLR7 ag	hcGAS lum	mcGAS inh
73	CCCCS(=O)(=O)N1CCC2(CCNCC2CO)CC1 (stereo not given)	.	2	-4
74	CSCCc1nc(SCC(=O)Nc2nnc(C)s2)[nH]c1C	4	-10	.
75	c1coc(-c2cc(C3CCN(Cc4nc(-c5ccco5)no4)CC3)[nH]n2)c1	21	-3	.
76	COc1ccc(N(C)C(=O)c2ccc(-n3cnnc3)cc2)cc1Cl	-5	-10	-15
77	COc1ccc(NC(=O)CCC2CCCN(C(=O)Cc3ccccc3F)C2)c(C)c1 (stereo not given)	6	-1	-7
78	O=C(NCc1ccc(F)cc1)c1ccc2nc(-c3ccco3)[nH]c2c1	13	-4	-5
79	COc1ccc(OCCN(C)Cn2ccc(C(F)(F)F)n2)cc1	4	-7	.
80	CSc1nc(CN2CCCc3cc(C)ccc32)cc(=O)[nH]1	8	-6	-4
81	COCCOC(=O)C1=C(C)NC2=C(C(=O)CCC2)C1c1ccc(C)s1 (stereo not given)	-8	3	-1
82	Cc1nc(-c2ccsc2)ccc1C(=O)N1CCC(C2(C)NC(=O)NC2=O)CC1 (stereo not given)	5&-4	-10&1	1
83	Cc1cc(C)c2c(Cn3ccnc3)cc(=O)oc2c1	3	3	-3
84	CC(Cc1noc(-c2ccncc2)n1)N(C)C(=O)OC(C)(C)C (stereo not given)	7	2	2

Following part:
cpd	SMILES	NPYLR7 ag	hcGAS lum	mcGAS inh
85	COCCNC(=O)c1cccc(-c2nc3c(NCC4CC4)nccc3[nH]2)c1	-5	-7	-6
86	O=C(OCc1ccc([N+](=O)[O-])cc1)C1CCCN1S(=O)(=O)c1ccc(Cl)cc1 (stereo not given)	-6	6	.
87	COCCN(Cc1nc(C(=O)N2CCN(c3ccccc3F)CC2)cs1)C(=O)Nc1cccc(Cl)c1	18	-8	-4
88	CCOC(=O)c1[nH]c(C)c(C(=O)CN(C(=O)Nc2cccc(Cl)c2)C2CC2)c1C	18	-2	-6
89	COc1cccc([C@@H]2CCN(Cc3ccc(C(=O)O)cc3)C[C@H]2O)c1	1	-3	.
90	O=C1NC2(CCN(C(=O)c3cccc([N+](=O)[O-])c3)CC2)Nc2cccc(F)c21	4	-5	-3
91	O=[N+]([O-])c1nn(-c2ccc(Cl)cc2)n(O)c1=Nc1ccc(F)cc1	34	-9	-8
92	CC(=O)OC(C(=O)N[C@H](c1nnc2c(C(F)(F)F)cccn12)C(C)C)c1ccccc1 (stereo not given in full)	-6	-7	-2
93	O=S(=O)(NC(=S)NC1CCCCC1)c1ccc(F)cc1	-2	2	-2
94	O=C(c1cn[nH]c1)N1CCCN(C2CCCCC2)CC1	.	-12	-6
95	CC1CCCCN1C1CN(Cc2ccc(CN(C)S(C)(=O)=O)o2)C1 (stereo not given)	-8	-7	.
96	COc1ccc(C(=O)N/N=c2\oc3c(OC)cccc3cc2-c2nc3ccccc3[nH]2)cc1	-1	-10	.

Compound profiles, as listed above:
CC(=O)OC(C(=O)N[C@H](c1nnc2c(C(F)(F)F)cccn12)C(C)C)c1ccccc1 (stereo not given in full) as listed: NPYLR7 ag: -6; hcGAS lum: -7; mcGAS inh: -2
O=C(c1cn[nH]c1)N1CCCN(C2CCCCC2)CC1 as listed: NPYLR7 ag: .; hcGAS lum: -12; mcGAS inh: -6
O=C(OCc1ccc([N+](=O)[O-])cc1)C1CCCN1S(=O)(=O)c1ccc(Cl)cc1 (stereo not given) as listed: NPYLR7 ag: -6; hcGAS lum: 6; mcGAS inh: .

The list goes on:
cpd	SMILES	NPYLR7 ag	hcGAS lum	mcGAS inh
97	CC(C)CCn1c(=O)n(CC2CCCN(C)C2)c2cc(C(=O)O)cnc21 (stereo not given)	-5	2	0
98	CN(C(=O)CNC(=O)c1ccsc1)C1CC(=O)N(Cc2ccccc2)C1=O (stereo not given)	-1	1	-2
99	COC(=O)[C@H](CCSC)NC(=O)Nc1cc(-c2n[nH]c(=O)c3ccccc23)ccc1C	1	6	.
100	Cc1cccc(C2=NN(C(=O)CN3CCCC3)C(c3ccc(F)cc3)C2)c1 (stereo not given)	-15	2	0
101	COc1cccc(C=CC(=O)N2CCCC2c2nc3ccccc3s2)c1OC(F)F (stereo not given)	-7	-2	-7
102	C=C(C)C1SC(=O)NC1=O (stereo not given)	5	-2	.
103	Cc1c(C(=O)NCc2cccc([N+](=O)[O-])c2)sc(=O)n1CC(=O)c1ccc(F)cc1	9	-6	.
104	CCOC(=O)c1cc(-c2cccc(NC(=O)c3ccc4c(c3)OCCN4C)c2)n(-c2cccc(F)c2)n1	25	-3	-2
105	Cc1ccc(OCC(=O)N2CC[C@@H](N3CCN(c4ccccc4F)CC3)[C@H](O)C2)cc1	4	2	.
106	COc1nn(C)cc1-c1nnc(SCCC(C)C)n1C	8	-7	-9
107	CS(=O)(=O)N1CCC(C2CCN(C(=O)CCC(=O)O)C2)CC1 (stereo not given)	.	-12	-5
108	O=C(NCc1cccs1)c1cc(N2CCOCC2)nc2ccccc12	25	-6	-8
109	COc1ccc(-n2nc(-c3ccccc3Cl)cc2C(=O)NC(C)c2ccccc2)cc1 (stereo not given)	-2	-1	-4
110	Cc1ccc2c(c1)CCCN2C(=O)CN(Cc1ccccn1)CC1CCCO1 (stereo not given)	0	1	.
